Bioassay records as filed in PubChem BioAssay.
S aureus QS inh = blocks AIP-induced quorum sensing reporter in S. aureus; S. aureus RN6390 RNAIII-GFP reporter, flow cytometry 3 h; inhibition, % at 2 µM; 0.3% of 24,000 active;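 active = share of bacteria positive for the green fluorescent reporter and its mean brightness both inhibited by 50% or more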;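 also: 0% = AIP-stimulated control and 100% = unstimulated bacteria without AIP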
S aureus QS inh GFP MFI % = further read-out of S aureus QS inh, marked with its call; inhibition, %; measured here: inhibition of GFP MFI
* marks the source's active call; other numbers are inactive results.

The first two entries, to show the layout:
S aureus QS inh,S aureus QS inh GFP MFI %,compound
2,19,O=C1C(CCS(=O)c2ccccc2)C(=O)N(c2ccccc2)N1c1ccccc1 (configuration not stated)
-2,-12,Cn1c(=O)[nH]c(=O)c2c1nc(CN1CCN(c3ccccc3F)CC1)n2CCCc1ccccc1

The whole of this part, repeating the preview:
S aureus QS inh,S aureus QS inh GFP MFI %,compound
2,19,O=C1C(CCS(=O)c2ccccc2)C(=O)N(c2ccccc2)N1c1ccccc1 (configuration not stated)
-2,-12,Cn1c(=O)[nH]c(=O)c2c1nc(CN1CCN(c3ccccc3F)CC1)n2CCCc1ccccc1
-1,-9,COc1cccc(C2CC(c3ccc(C)cc3)n3ncnc3N2)c1 (configuration not stated)
0,-12,[O-][n+]1c2c(nn1-c1ccccc1Cl)-c1nonc1CC2
2,8,CCn1c(N)c(C(=O)NCCCOC)sc1=S
1,5,O=C(CCC1CCCCC1=O)c1ccccc1 (configuration not stated)
-3,0,Cn1c(C(=O)NCCCN2CCCC2=O)cc2c(=O)n(C)c3ccccc3c21
0,-7,O=C(NC1CCCCC1)C1CCCN(S(=O)(=O)c2cnc[nH]2)C1 (configuration not stated)
-1,-11,CC(C)CCN1CC(C(=O)NCc2ccccc2)CC1=O (configuration not stated)
0,-3,CCOc1ccc(-c2nc(C#N)c(N3CCN(Cc4ccccc4)CC3)o2)cc1
7,18,CC(=O)Oc1c(S(=O)(=O)c2ccc(C)cc2)c(C)nn1-c1ccccc1
-7,-17,COCC(=O)Oc1c(S(=O)(=O)c2ccc(C)cc2)c(C)nn1-c1ccccc1
-1,-11,O=C(NCC1CCCO1)C1CC(c2ccc(Cl)c(Cl)c2)=NO1 (configuration not stated)
0,6,O=C1CC(=C2c3ccccc3-c3ccccc32)C(=O)N1CCN1CCN(c2cccc(Cl)c2)CC1
-1,-6,CN(CC(=O)Nc1nc2ccccc2s1)S(=O)(=O)c1ccccc1
-2,-10,CCOC(=O)c1nn(-c2sc(C(=O)OC)c(C)c2C(=O)OC)cc1O
1,2,CCC1=C/C(=C/N(C)c2ccccc2)C(=O)S1
-2,-8,Cc1ccc(N2CCN(S(=O)(=O)N(C)C)CC2)c(C)c1
12,17,COc1ccc2c(CCNC(=O)c3ccco3)c[nH]c2c1
0,6,O=C(Nc1cccnc1)c1ccc2c(c1)OCO2
-1,-22,CCOc1ccccc1C(=O)NC(C)c1ccc2c(c1)OCO2 (configuration not stated)
-11,-85,Cc1c(C(=O)N2CCOCC2)sc2ncn(CC(=O)N3CCC(C)CC3)c(=O)c12
25,41,CC(C)(C)OC(=O)N1CC=C2C(C#N)=C(N)C(C#N)(C#N)C(c3cccs3)C2C1 (configuration not stated)
-2,-1,COC(=O)c1cc2oc(C)cc2n1CC(=O)Nc1cc(C)cc(C)c1
-3,-2,COc1ccc(Cc2nc(-c3ccc(-n4cccc4)cc3)no2)cc1OC

Shown with values under each structure: 22 of the compounds above.
Second line of a record – S aureus QS inh	S aureus QS inh GFP MFI %
O=C1C(CCS(=O)c2ccccc2)C(=O)N(c2ccccc2)N1c1ccccc1 (configuration not stated)
  2	19
Cn1c(=O)[nH]c(=O)c2c1nc(CN1CCN(c3ccccc3F)CC1)n2CCCc1ccccc1
  -2	-12
COc1cccc(C2CC(c3ccc(C)cc3)n3ncnc3N2)c1 (configuration not stated)
  -1	-9
[O-][n+]1c2c(nn1-c1ccccc1Cl)-c1nonc1CC2
  0	-12
CCn1c(N)c(C(=O)NCCCOC)sc1=S
  2	8
O=C(CCC1CCCCC1=O)c1ccccc1 (configuration not stated)
  1	5
Cn1c(C(=O)NCCCN2CCCC2=O)cc2c(=O)n(C)c3ccccc3c21
  -3	0
O=C(NC1CCCCC1)C1CCCN(S(=O)(=O)c2cnc[nH]2)C1 (configuration not stated)
  0	-7
CC(C)CCN1CC(C(=O)NCc2ccccc2)CC1=O (configuration not stated)
  -1	-11
CCOc1ccc(-c2nc(C#N)c(N3CCN(Cc4ccccc4)CC3)o2)cc1
  0	-3
CC(=O)Oc1c(S(=O)(=O)c2ccc(C)cc2)c(C)nn1-c1ccccc1
  7	18
COCC(=O)Oc1c(S(=O)(=O)c2ccc(C)cc2)c(C)nn1-c1ccccc1
  -7	-17
O=C(NCC1CCCO1)C1CC(c2ccc(Cl)c(Cl)c2)=NO1 (configuration not stated)
  -1	-11
O=C1CC(=C2c3ccccc3-c3ccccc32)C(=O)N1CCN1CCN(c2cccc(Cl)c2)CC1
  0	6
CN(CC(=O)Nc1nc2ccccc2s1)S(=O)(=O)c1ccccc1
  -1	-6
CCOC(=O)c1nn(-c2sc(C(=O)OC)c(C)c2C(=O)OC)cc1O
  -2	-10
CCC1=C/C(=C/N(C)c2ccccc2)C(=O)S1
  1	2
Cc1ccc(N2CCN(S(=O)(=O)N(C)C)CC2)c(C)c1
  -2	-8
COc1ccc2c(CCNC(=O)c3ccco3)c[nH]c2c1
  12	17
O=C(Nc1cccnc1)c1ccc2c(c1)OCO2
  0	6
CCOc1ccccc1C(=O)NC(C)c1ccc2c(c1)OCO2 (configuration not stated)
  -1	-22
Cc1c(C(=O)N2CCOCC2)sc2ncn(CC(=O)N3CCC(C)CC3)c(=O)c12
  -11	-85

Continued:
S aureus QS inh,S aureus QS inh GFP MFI %,compound
-2,4,CN1C(=O)CSc2ccc(NC(=O)NCc3cccnc3)cc21
-2,-2,CN(C)CCCN1C(=O)c2oc3ccccc3c(=O)c2C1c1cccs1 (configuration not stated)
1,-10,Cn1c(=O)n(Cc2ccccc2)c(=O)c2c1nc(NCC1CCCO1)n2Cc1ccccc1 (configuration not stated)
-4,-3,CSC1=NCCN1C(=O)Cc1cccs1
-1,-6,Clc1ss/c(=N\c2ccccn2)c1Cl
3,-2,O=C1c2ccccc2C(Nc2ccc3nc(-c4cccnc4)[nH]c3c2)N1Cc1ccco1 (configuration not stated)
-2,-4,CCOc1ccc(C2/C(=C(/O)c3ccccc3)C(=O)C(=O)N2CCCN(C)C)cc1OC (configuration not stated)
-1,-9,CC(=O)Nc1ccc(NC(=O)c2cccc(C(=O)OC(C)C)n2)cc1
0,21,CCS(=O)(=O)N1CCCC(C(=O)NCCCOC)C1 (configuration not stated)
0,-4,CCOC(=O)CSc1nnc(NCC(=O)OC(C)C)c(=O)[nH]1
-10,-11,COC(=O)c1nc2n(n1)C(c1ccccc1OC)C1=C(CCCC1=O)N2 (configuration not stated)
-1,3,Nc1nnc(N2CCCCCC2)s1
5,26,O=C(NC1CCCC1)C1CCN(S(=O)(=O)c2cccc3cccnc23)CC1
3,11,COc1cccc(C(=O)CN2CCN(S(=O)(=O)c3ccc(Br)cc3)CC2)c1
-2,-13,COc1ccc(-c2noc(CCC(=O)NCCN(C)Cc3ccccc3)n2)cc1
-2,-4,CCCOC(=O)c1[nH]c2c(c1C)C(=O)CC(c1ccc(OC)c(OC)c1)C2 (configuration not stated)
0,-3,N[C@@H](Cc1cc(I)c(Oc2cc(I)c(O)c(I)c2)c(I)c1)C(=O)O
-7,-21,Cc1cc(NC(=O)CSc2nc3ccsc3c(=O)n2Cc2ccccn2)n[nH]1
3,8,CCN1C(=O)c2cccc3c(S(=O)(=O)Nc4ccc(OC)cc4OC)ccc1c23
0,4,COC(=O)Nc1sc2c(c1C(=O)N1CCOCC1)CCC(C)C2 (configuration not stated)
0,-8,COc1cccc(-n2c(Cc3cc(=O)[nH]c(=O)[nH]3)nnc2SCC(=O)NC2CCCC2)c1
-1,12,COc1cccc(C(=O)Oc2cc(N)n(S(=O)(=O)c3ccc(C)cc3)n2)c1OC
-1,-7,c1ccc2c(c1)CCCn1nnnc1-2
-2,-9,O=C(NCc1cccnc1)c1cc(-c2cccs2)on1
2,13,CCCS(=O)(=O)N1CCN(Cc2ccco2)CC1
-2,3,CCC(=O)Nc1cc(Cl)ccc1N1CCN(C(=O)CC)CC1
1,10,Cc1ccc2c(c1)N(CCCC(=O)NCc1ccc3c(c1)OCO3)C(=O)CO2
32,71,Cc1ccnc(N2C(=O)c3ccccc3C2Nc2ccccc2Cl)c1 (configuration not stated)
-2,-6,C[C@]12CC[C@@H]3c4ccc(O)cc4CC[C@H]3[C@@H]1CCC2=O
-3,-5,COc1ccc(NC(=O)CSc2nnc(Cc3cccn3C)n2-c2ccc(F)cc2)cc1
0,-6,COc1ccc(NC(=O)CN(c2cc(C)cc(C)c2)S(=O)(=O)c2c(C)noc2C)cc1OC
-2,-4,Cc1ccc(CCNC(=O)C2CCN(c3nn4c(=O)cc(C)nc4s3)CC2)cc1
1,2,COC(=O)c1nnn(-c2nonc2N)c1-c1cccs1
-1,-4,CCn1c(=S)sc2nc(C)sc21
-1,3,CC(=O)Oc1cc(C(C)C)c(OCCN(C)C)cc1C
4,1,CNC(=O)c1ccc2snnc2c1
8,18,O=C(CCn1c(=O)sc2ccccc21)NCCC1=CCCCC1
0,4,Cc1ccc(-c2nnc(SCC(=O)N3CCCC3)o2)cc1C
-8,-18,NC(=O)OCC(COC(N)=O)c1ccccc1
0,2,CCc1cc2c(CN3CCN(CCO)CC3)cc(=O)oc2cc1O
-3,-11,Cc1cc(Nc2cc(F)ccc2C)n2nc(C)nc2n1
-5,-9,NC(N)=Nc1nc(CSCC/C(N)=N/S(N)(=O)=O)cs1
1,2,CCn1c(C(=O)N2CCC(C(=O)NCc3ccc4c(c3)OCO4)CC2)cc2sccc21
2,8,CCCc1cc(-n2ccnc2)n2c(nc3ccccc32)c1C#N
-1,-3,CCCCOC(=O)CN1C(=O)c2ccc(C(=O)OCCCC)cc2C1=O
12,28,Cc1cc(NC(=O)NC2(C(F)(F)F)Oc3ccc(Cl)cc3O2)no1 (configuration not stated)
2,10,COCc1ccc2oc(C(=O)O)cc2c1
-4,-20,CCS(=O)(=O)N1CCC(C(=O)NCCC2=CCCCC2)CC1
-2,-1,O=C(C1CCN(c2ncnc3c2sc2cccc(F)c23)CC1)N1CCOCC1
2,25,O=C(Nc1ccc(Cl)c(Cl)c1)Nc1cc(C(=O)N2CCOCC2)ccc1N1CCCCC1

Additional records follow.
S aureus QS inh,S aureus QS inh GFP MFI %,compound
-2,-2,CC#CCCCC(=O)Nc1ccc(C(=O)O)cc1
0,-6,CCOc1ccccc1NC1c2ccccc2C(=O)N1Cc1ccco1 (configuration not stated)
2,8,COC(=O)CSC1=C(C#N)C(c2cccc(F)c2)CC(=O)N1 (configuration not stated)
0,6,COc1cc(NC(=O)C2CCCN2S(=O)(=O)c2cccc3cccnc23)cc(OC)c1OC (configuration not stated)
1,5,Cc1cc(N2CCOCC2)nc2ccc(NC(=O)C3CCC(C)CC3)cc12 (configuration not stated)
-3,-19,O=C(NCC12CC3CC(CC(C3)C1)C2)c1nc2ncccn2n1
1,8,CN(C)CCCN1C(=O)c2oc3ccc(Cl)cc3c(=O)c2C1c1cccnc1 (configuration not stated)
-1,10,CCc1ccc(S(=O)(=O)NCCc2csc(-c3ccccc3)n2)s1
1,9,C=Cn1c(N2CCOCC2)nc2c1c(=O)[nH]c(=O)n2C
0,-28,C=CCn1c(COc2ccccc2)nnc1SCC(=O)C(C)(C)C
-1,-5,Cn1c(CN2CCOCC2)nc2cc(NC(=O)c3ccccc3Cl)ccc21
2,11,CCOC(=O)c1oc2cccc(O)c2c1C
-2,-9,O=C(CCS(=O)(=O)c1cccc2nonc12)NCCc1ccccc1Cl
-1,0,Cc1ccc(S(=O)(=O)C2(C(=O)Nc3ccc(F)cc3)CC2)cc1
0,1,C=CCn1cnc2c(NCc3ccccc3)ncnc21
-1,20,COc1ccc(-n2c(SCCC(=O)O)nnc2-c2ccncc2)cc1
2,11,CCN(C(=O)CCS(=O)(=O)c1ccc(Br)cc1)c1ccc2c(c1)OCO2
1,14,CN(CC(=O)NC1CCCCCCC1)S(=O)(=O)c1cccc2cccnc12
-4,-6,CC1Cc2ccccc2N1C(=O)Cn1c(=O)oc2cc(S(=O)(=O)NC3CCCC3)ccc21 (configuration not stated)
2,11,CCOc1ccc(CNC(=O)C2CCN(S(=O)(=O)CC)CC2)cc1OC
-4,-7,COc1ccccc1NC(=O)CN1CCN(CC(=O)Nc2cc(NC(C)=O)ccc2OC)CC1
5,21,CCc1cccc(OCC(=O)Nc2ccc(S(=O)(=O)Nc3onc(C)c3C)cc2)c1
-4,-27,Cc1ccc2c(c1)c(-c1ccccc1)nc1nncn12
0,6,Cc1cccc(OCC(=O)Nc2ccc(N3CCCC3)cc2)c1C
3,17,Cc1ccc(C)c(CN2CCNC2=O)c1
8,17,CC(=O)N1CCc2cc(S(=O)(=O)NCCC(=O)Nc3cccc(C)c3C)ccc21
-7,3,CCOC(=O)c1oc2ccccc2c1NC(=O)c1ccccc1OC
5,13,COc1ccccc1Nc1nc(N)nc(-c2cc3ccccc3o2)n1
1,4,Cc1ccc(NC(=O)Cc2nn(C)c(=O)c3ccccc23)cc1F
0,-9,COc1cccc(CNC(=O)C2CCN(S(=O)(=O)c3cccc4cccnc34)CC2)c1
4,17,O=c1[nH]c(-c2ccccc2)c(-c2ccccc2)[nH]1
-1,2,O=C(NCc1ccco1)c1scc2c1OCCO2

A portion of the library; count on the stated rates, not on these rows.
